Screening results as filed in PubChem.
Growth percent in the NCI-60 one-dose screen (48 h, 10 µM unless noted): 100 = growth as untreated, 0 = no growth, -100 = all killed.
SF-539 = SF-539 CNS cancer. actives 6.8% (n = 81,000). AID 1794752
U251 = U251 CNS tumor cells; actives 5.4% (n = 80,000); AID 1794753
PC-3 = PC-3 prostate cancer cells; actives 3.9% (n = 80,000); AID 1794754
SNB-19 = SNB-19 CNS cancer cells | actives 2.5% (n = 81,000)
SF-295 = SF-295 CNS cancer cells; actives 5.6% (n = 79,000); AID 1794758
HCC-2998 = HCC-2998 colon cancer; actives 4.7% (n = 79,000); AID 1794799
SF-268 = SF-268 CNS cancer cells. actives 3.1% (n = 82,000)
SNB-75 = SNB-75 CNS cancer; actives 5% (n = 79,000)
* hit, by the source's call; nt = no result given; & = joins results of further samples. Rule for the calls: active = growth percent below 10; inactive = the rest.

entry | canonical_smiles | SF-539 | U251 | PC-3 | SNB-19
1 | COc1cccc(-c2nc(N3CCOCC3)c3c4c(sc3n2)CCCC4)c1 | 100 | 96 | 98 | 112
2 | CCCO/N=C/c1ccccn1 | 95&110 | 101&103 | 96&117 | 105&98
3 | C[C@]12CC[C@@H]3c4ccc(O)c([N+](=O)[O-])c4CC[C@H]3[C@@H]1CCC2=O | 98 | 93 | 97 | 107
4 | CCN(CC)CCn1c(O)c(N=Nc2ccc(S(N)(=O)=O)cc2)c2ccccc21 | 103 | 99 | 91 | 97
5 | O=C(N/N=C/c1c[nH]c2ccccc12)c1cc(-c2ccccc2)on1 | 85 | nt | 88 | 90
6 | Nc1ccc2c(=O)[nH][nH]c(=O)c2c1 | 117 | 119 | 96 | 102
7 | O=C(O)c1ccc(-n2cc(/C=N/Nc3ccccc3)c(-c3ccc(F)cc3F)n2)cc1 | 75 | 86 | 52 | 84
8 | CN(C(=O)c1ccc(C(C)(C)C)cc1)c1sc2c(c1C#N)CCC(=O)C2 | -86* | -23* | 2.5* | 8.2*
9 | NC1=NC(c2cccc(Br)c2)c2sc3ccc(Cl)cc3c2N1 (stereo not drawn) | 108 | 103 | 89 | 97
10 | CCn1cc(C(=O)O)c(=O)c2cc(F)c(N3CCN(C(=O)c4ccc([N+](=O)[O-])cc4)C(C)C3)c(F)c21 (stereo not drawn) | 91 | 105 | 88 | 97

entry | SF-295 | HCC-2998 | SF-268 | SNB-75
1 | 108 | 116 | 96 | 95
2 | 95&131 | 105&110 | 104&96 | 86&85
3 | 99 | 94 | 67 | 58
4 | 100 | 110 | 96 | 79
5 | 98 | 93 | 86 | 67
6 | 109 | nt | 111 | 96
7 | 77 | 81 | 46 | 78
8 | -1.0* | -4.2* | 19 | 98
9 | 103 | 114 | 94 | 76
10 | 97 | 110 | 93 | 86

Single records (already shown):
NC1=NC(c2cccc(Br)c2)c2sc3ccc(Cl)cc3c2N1 (stereo not drawn) reads SF-539 = 108; U251 = 103; PC-3 = 89; SNB-19 = 97; SF-295 = 103; HCC-2998 = 114; SF-268 = 94; SNB-75 = 76
CCCO/N=C/c1ccccn1 reads SF-539 = 95&110; U251 = 101&103; PC-3 = 96&117; SNB-19 = 105&98; SF-295 = 95&131; HCC-2998 = 105&110; SF-268 = 104&96; SNB-75 = 86&85

Remaining list, next part:
entry | canonical_smiles | SF-539 | U251 | PC-3 | SNB-19
11 | Nc1ccc(S(=O)(=O)Nc2nccs2)cc1 | nt | 101 | 100 | 103
12 | CN(C)c1ncccc1O | 107 | 105 | 99 | 105
13 | CCSc1nnc(NC(=O)COc2ccc(Cl)cc2C)s1 | 103 | 99 | 104 | 95
14 | Cc1c(C(=O)/C=C/Nc2cccc(C(=O)O)c2)sc2nc3ccccc3n12 | 101 | 105 | 101 | 104
15 | c1ccc(-c2ccc(-c3cc(-c4ccccc4)n(-c4ccccc4)n3)cc2)cc1 | 105 | 104 | 108 | 97
16 | C[C@H]1O[C@@H](O[C@H]2[C@@H](O)C[C@H](O[C@H]3[C@@H](O)C[C@H](O[C@H]4CC[C@]5(C)C6C[C@@H](O)[C@]7(C)[C@@H](C8=CC(=O)OC8)CC[C@]7(O)C6CC[C@@H]5C4)O[C@@H]3C)O[C@@H]2C)C[C@H](O)[C@@H]1O (stereo partly drawn) | -96* | -100* | -21* | -100*
17 | Nc1nc(SCC2(CCl)COC2)c2ncn(CC3(CCl)COC3)c2n1 | 101 | 95 | 98 | 99
18 | NC(=O)c1c(NC(=O)COC(=O)c2ccccc2Br)sc2c1CCC2 | 104 | 109 | 93 | 109
19 | O=C(/C=C/c1cc(-c2ccc3c(c2)OCO3)n[nH]1)c1ccc2c(c1)OCO2 | nt | 76 | 75 | 72
20 | N=C(N)c1ccc(-c2ccc(-c3cccs3)s2)nc1 | 85 | 28 | 44 | 88

entry | SF-295 | HCC-2998 | SF-268 | SNB-75
11 | 105 | 107 | 109 | 109
12 | 97 | 105 | 107 | 101
13 | 94 | 131 | 110 | 110
14 | 102 | 116 | 99 | 109
15 | 100 | 104 | 95 | 102
16 | -100* | -79* | -100* | -76*
17 | 118 | 99 | 101 | nt
18 | 111 | 119 | 116 | 112
19 | 97 | 106 | 93 | 101
20 | 7.1* | -53* | 70 | 41

Three entries picked at random from the list so far:
entry | canonical_smiles | SF-539 | U251 | PC-3 | SNB-19
12 | CN(C)c1ncccc1O | 107 | 105 | 99 | 105
19 | O=C(/C=C/c1cc(-c2ccc3c(c2)OCO3)n[nH]1)c1ccc2c(c1)OCO2 | nt | 76 | 75 | 72
20 | N=C(N)c1ccc(-c2ccc(-c3cccs3)s2)nc1 | 85 | 28 | 44 | 88

entry | SF-295 | HCC-2998 | SF-268 | SNB-75
12 | 97 | 105 | 107 | 101
19 | 97 | 106 | 93 | 101
20 | 7.1* | -53* | 70 | 41

The list continues.
entry | canonical_smiles | SF-539 | U251 | PC-3 | SNB-19
21 | C[C@]12CC[C@@H]3c4ccc(O)cc4CC[C@H]3[C@@H]1C[C@H](O)[C@@H]2O | 92 | 100 | 92 | 102
22 | CCN1C(=O)N(CC)C2C1NN=c1s/c(=C\c3ccco3)c(=O)n12 (stereo not drawn) | -1.2* | 23 | 18 | 23
23 | O=C(O)CNc1ccc(Cl)cc1 | nt | 98 | 102 | 87
24 | CC1C=CCC2C(=O)OC(=O)C12 (stereo not drawn) | 103 | 100 | 94 | 98
25 | O=C(Nc1ccc(Oc2cccc(Cl)c2)c(Cl)c1)c1ccnnc1 | 96 | 81 | 80 | 81
26 | C=C1C(=O)O[C@H]2[C@H]1CC/C(COC(=O)CCCCCCCC(=O)OC/C1=C/CC[C@@]3(C)O[C@H]3[C@H]3OC(=O)C(=C)[C@@H]3CC1)=C\CC[C@@]1(C)O[C@@H]21 | -1.7* | 32 | 15 | 55
27 | O=C(c1ccccc1)c1c2ccccc2cc2ccccc12 | 102 | 91 | 88 | 88
28 | Nc1nc2c(nnn2C2CC(O)C(CO)O2)c(=O)[nH]1 (stereo not drawn) | 33 | 54 | 27 | 94
29 | Cc1ccc(OCc2ccccc2)cc1 | 98 | 91 | 93 | 109
30 | Cn1c(=O)[nH]c(=O)c2[nH]c(CO)nc21 | 99 | 111 | 99 | 102

entry | SF-295 | HCC-2998 | SF-268 | SNB-75
21 | 92 | 107 | 90 | 82
22 | 8.2* | 23 | 44 | -1.1*
23 | nt | 95 | 103 | 86
24 | 98 | 102 | 92 | 77
25 | 72 | 111 | 83 | 88
26 | 87 | 79 | 31 | 68
27 | 100 | 101 | 104 | 82
28 | 56 | 51 | 50 | 62
29 | 114 | 104 | 121 | 106
30 | 113 | 103 | 98 | 96

Next results follow.
entry | canonical_smiles | SF-539 | U251 | PC-3 | SNB-19
31 | CC(=O)c1ccc2c3c(cc(C)c2c1)CCCC3 | 99 | 97 | 99 | 91
32 | Cn1c(NCCO)nc(-c2cccc([N+](=O)[O-])c2)c(C#N)c1=O | 95 | nt | 99 | 93
33 | Nc1cc(C(=O)O)c(O)c(S(=O)(=O)O)c1 | 102 | 102 | 96 | 109
34 | COc1ccc(C2=NN(C(=O)c3ccc(S(C)(=O)=O)cc3)C(c3ccccc3)C2)cc1 (stereo not drawn) | 107 | 95 | 79 | 105
35 | Oc1ccccc1C1NC(=S)Nc2c1sc1ccc(Cl)cc21 (stereo not drawn) | 95 | 106 | 90 | 98
36 | Nc1cc(NN=C(c2ccc(O)cc2)c2ccc(O)cc2)c([N+](=O)[O-])cc1[N+](=O)[O-] | -55* | 4.5* | 64 | -23*
37 | COC(=O)CCCCCCCC(OC)OC | 114 | 98 | 93 | 118
38 | COc1ccc2cc(C(C)C(=O)Nc3ccc(-c4nnc(C5CCCCC5)o4)cc3)ccc2c1 (stereo not drawn) | 106 | 91 | 79 | 94
39 | Nc1ccc(-c2nc3ccc4[nH]ncc4c3c3c2CCCC3)cc1F | 25 | 27 | 28 | 42
40 | O=Nc1c(-c2c(O)[nH]c3cc(Br)ccc23)[nH]c2ccccc12 | -45* | 29 | -2.9* | 15

entry | SF-295 | HCC-2998 | SF-268 | SNB-75
31 | 123 | 115 | 100 | 93
32 | 98 | 105 | 98 | 73
33 | 106 | 99 | 115 | 97
34 | 99 | 105 | 101 | 89
35 | 101 | 111 | 92 | 79
36 | 76 | -98* | 82 | 78
37 | 103 | 111 | 114 | 111
38 | 96 | 104 | 96 | 83
39 | 38 | 44 | 40 | 19
40 | -26* | nt | -61* | -13*

More compounds:
entry | canonical_smiles | SF-539 | U251 | PC-3 | SNB-19
41 | COc1ccc(-c2cn[nH]c2-c2cc(OC)c(OC)c(OC)c2)cc1 | -32* | 16 | 14 | 46
42 | CC(CN(C)C)CN1c2ccncc2Sc2ccncc21 (stereo not drawn) | 104 | 95 | 107 | 106
43 | CNc1ccc(C(=O)O)cc1 | 113 | 104 | 101 | 104
44 | C#CCn1c2c(c3ccccc31)C[C@]1(C)[C@H]3CC=C4[C@@H]5CC(C)(C)CC[C@]5(C(=O)N5CCOCC5)CC[C@@]4(C)[C@]3(C)CC[C@H]1C2(C)C | 98 | 95 | 70 | 98
45 | Cc1nc(C)c(C)nc1C | 104 | 97 | 98 | 99
46 | CCOC(=O)/C(=C/CC/C(C)=C/CC/C(C)=C/CCc1ccoc1)CC(=O)N1CCOCC1 | 89 | 96 | 82 | nt
47 | O=C(Nc1cccc([N+](=O)[O-])c1)c1ccc(Cl)c(Cl)c1 | 83 | 62 | 61 | 54
48 | N#Cc1c(-c2ccc(O)cc2)cc(-c2c[nH]c3ccccc23)nc1-c1c[nH]c2ccccc12 | 67 | 97 | 98 | 108
49 | CC(C)(C(O)c1ccccc1)[N+](=O)[O-] (stereo not drawn) | 89 | 103 | 90 | 113
50 | Cn1c(C2=CC(=O)c3ccccc3C2=O)c(C2=CC(=O)c3ccccc3C2=O)c2ccccc21 | 109 | 113 | 98 | 96

entry | SF-295 | HCC-2998 | SF-268 | SNB-75
41 | 6.3* | 6.6* | 20 | 45
42 | 88 | 121 | 131 | 89
43 | 121 | 95 | 102 | 103
44 | 96 | 91 | 97 | 89
45 | 107 | 96 | 105 | 101
46 | 96 | 108 | 100 | 89
47 | 59 | 120 | 54 | -2.9*
48 | 87 | 126 | 105 | 91
49 | 110 | 104 | 107 | 87
50 | 116 | 109 | 112 | 106

Next section:
entry | canonical_smiles | SF-539 | U251 | PC-3 | SNB-19
51 | Nc1cccc[n+]1CCC(=O)[O-] | 108 | 102 | 101 | 106
52 | COc1cc2oc(-c3cccc(C(=O)Nc4ccncc4)c3)cc(=O)c2c(OC)c1OC | 102 | 88 | 72 | 97
53 | COc1ccc(C(=O)c2c(N)c(C#N)cn2-c2ccc([N+](=O)[O-])cc2)cc1 | 96 | 111 | 109 | 100
54 | Cn1c2c(c3ccccc31)CCN1C(=O)Nc3ccccc3C21 (stereo not drawn) | 99 | 94 | 86 | 101
55 | CS(=O)(=O)Nc1ccc(Nc2c3ccccc3nc3cc([N+](=O)[O-])ccc23)cc1 | 24 | 21 | 44 | 43
56 | COc1cccc(/C=C2\Oc3cc(OCCN4CCCC4)ccc3C2=O)c1OC | 99 | 98 | 95 | 100
57 | O=C(Cc1ccc(/C=C/C(=O)c2ncc[nH]2)cc1)Nc1cc(F)c(F)c(F)c1 | 5.7* | 8.9* | 48 | 43
58 | COc1cc(C2Nc3nc(SC)nc(N)c3N=C3c4ccccc4CCC32)cc(OC)c1OC (stereo not drawn) | 94 | nt | 56 | 91
59 | CCCC(C)C(=O)OC1CCCCC1 (stereo not drawn) | 126 | 106 | 87 | 112
60 | CCN(CC)c1ccc(C(=N)c2ccc(N(C)C)cc2)cc1 | -37* | 3.5* | 5.5* | 28

entry | SF-295 | HCC-2998 | SF-268 | SNB-75
51 | 103 | 111 | 100 | 90
52 | 94 | 97 | 93 | 104
53 | 92 | 101 | 100 | 92
54 | 96 | 98 | 92 | 72
55 | 4.3* | 32 | 12 | 41
56 | 102 | 110 | 95 | 88
57 | 77 | 75 | 58 | 45
58 | 109 | 91 | 82 | 58
59 | 100 | 102 | 104 | 109
60 | -13* | 15 | nt | 3.2*

(cont.)
entry | canonical_smiles | SF-539 | U251 | PC-3 | SNB-19
61 | Cc1ccc(N=NC2C(=O)N(c3ccc(Cl)cc3)N(c3ccc(Cl)cc3)C2=O)cc1 | 100 | 99 | 93 | 91
62 | Cc1nn(-c2ccccc2)c2nc3c(nc12)C(=O)CCC3 | nt | 102 | 90 | 104
63 | Cc1cccc(NC(=O)c2sc3nc4c(cc3c2N)CCC4)c1C | 1.3* | 17 | 11 | 38
64 | O=C(NN1C(=O)CSC1c1ccc(Cl)cc1)c1cccnc1 (stereo not drawn) | 105 | 100 | 94 | 113
65 | COc1cc(/C=C/c2nnc(-c3[nH]nc4c3Cc3ccccc3-4)o2)cc(OC)c1OC | 94 | 96 | 77 | 94
66 | O=C(CCCC(=O)N/N=C/c1ccccc1Cl)N/N=C\c1ccccc1Cl | nt | 90 | 88 | 83
67 | CC1CCC2(CC1)N=C(N)N=C(N)N2c1ccc(S(=O)(=O)Nc2nccs2)cc1 (stereo not drawn) | 100 | 101 | 103 | 94
68 | O=C(/C=C/c1cc2ccccc2[nH]c1=O)c1ccc(-c2ccccc2)cc1 | 94 | 78 | 78 | 95
69 | Cn1nc(NC(=O)Nc2cc(C(=O)O)n(C)n2)cc1C(=O)O | 103 | 100 | 99 | 105
70 | CCCN(C)CC(C)(O)CNc1cc(OC)cc2cccnc12 (stereo not drawn) | 106 | 104 | 83 | 106
71 | O=Cc1ccc([N+](=O)[O-])cc1 | 99 | 94 | 100 | 113

entry | SF-295 | HCC-2998 | SF-268 | SNB-75
61 | 94 | 109 | 100 | 84
62 | nt | 92 | 103 | 98
63 | 4.8* | 33 | 35 | 14
64 | 78 | nt | 97 | 110
65 | 104 | 104 | 90 | 73
66 | 77 | 104 | 88 | 86
67 | 103 | 105 | 98 | 71
68 | 108 | 104 | 104 | 97
69 | 104 | 109 | 129 | 94
70 | 98 | 102 | 98 | 103
71 | 103 | 98 | 98 | 91
